From PubChem BioAssay
Neddylation inh: blocks human cullin neddylation; P61081+Q13564; TR-FRET cullin neddylation, biochemical; calls only at 25 µM; 360,000 tested, 0.58% active; in the data active = inhibition above about 36%
Target sequence (P61081 whole entry, looked up): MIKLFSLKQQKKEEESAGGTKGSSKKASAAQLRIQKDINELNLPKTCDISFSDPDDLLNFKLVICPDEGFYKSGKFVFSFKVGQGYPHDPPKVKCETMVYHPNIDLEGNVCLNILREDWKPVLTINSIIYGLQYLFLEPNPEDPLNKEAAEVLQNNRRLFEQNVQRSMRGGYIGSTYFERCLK
Target sequence (Q13564 whole entry, looked up): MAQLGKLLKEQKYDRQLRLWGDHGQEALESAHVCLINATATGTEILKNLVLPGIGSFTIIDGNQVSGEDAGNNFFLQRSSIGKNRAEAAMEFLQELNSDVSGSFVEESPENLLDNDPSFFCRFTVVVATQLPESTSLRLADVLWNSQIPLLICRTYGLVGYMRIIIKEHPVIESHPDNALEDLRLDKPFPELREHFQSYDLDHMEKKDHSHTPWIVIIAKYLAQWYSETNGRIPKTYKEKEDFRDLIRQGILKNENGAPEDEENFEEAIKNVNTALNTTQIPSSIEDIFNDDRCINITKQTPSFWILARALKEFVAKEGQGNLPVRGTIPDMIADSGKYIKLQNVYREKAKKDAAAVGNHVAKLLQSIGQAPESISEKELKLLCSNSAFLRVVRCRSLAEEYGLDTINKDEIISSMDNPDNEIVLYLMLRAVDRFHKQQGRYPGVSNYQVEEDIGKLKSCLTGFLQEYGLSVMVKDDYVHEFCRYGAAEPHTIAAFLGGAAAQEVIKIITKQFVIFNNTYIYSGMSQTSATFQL
Rpn11 inh: inhibitors of human proteasome Rpn11; human 26S proteasome, Ub4-pepOG fluorescence polarization; 20S core pre-blocked with epoxomicin; calls only at 20 µM; 360,000 tested, 0.59% active; AID 588493;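 active = inhibition at 20 µM, scaled to each plate's controls, above about 33%, limit read from the data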
CSN deneddyl inh: inhibitors of human CSN-mediated cullin deneddylation; Q92905; Purified CSN, SCF-Nedd8-OG deneddylation, fluorescence polarization; inhibition, % at 12.5 µM; 360,000 tested, 0.38% active;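 active = pattern-corrected inhibition above about 35%, with an unprinted fluorescence ratio check between 0.5 and 1.5, limit read from the data, passing the limit was not always enough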;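 also: 0% = enzyme with substrate and 100% = substrate without enzyme; some results filed as inactive read as strong as hits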
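Assay system: Purified human Csn5 enzyme expressed in HEK293T cells | Amount: Enzyme 0.24 nM | Measured by: Fluorescence polarization readout | Medium: Tris/NaCl/DTT buffer, pH 7.5 | Compound dosing: One concentration, 12.5 µM, 0.25% DMSO | Times: 90 min incubation of compound, enzyme and substrate at room temperature | Control set: no-enzyme wells high, enzyme-with-substrate wells low | Read-out: % inhibition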
SUMO1 PPI mod: alters human SUMO1 binding to SIM partners; AID 602429; inhibition, % at 20 µM; P63165; SUMO1 binding to a labelled peptide, TR-FRET, 1 h; 360,000 tested, 0.33% active; in the data active = inhibition above about 37%
Target sequence (P63165 whole entry, looked up): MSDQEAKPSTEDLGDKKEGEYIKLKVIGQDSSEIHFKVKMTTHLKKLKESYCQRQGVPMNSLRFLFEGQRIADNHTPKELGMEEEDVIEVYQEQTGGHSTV
NadD block: blocks S. aureus nicotinate mononucleotide adenylyltransferase; purified NadD enzyme, colorimetric absorbance read-out; inhibition, % at 20 µM; 360,000 tested, 0.78% active; AID 602399; in the data active = inhibition above about 26%; also: some compounds past the cut are filed as inactive
STEP block: blocks human striatal-enriched tyrosine phosphatase; AID 588621; recombinant STEP, OMFP fluorogenic substrate, fluorescence; inhibition, % at 20 µM; 360,000 tested, 0.25% active;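 active = inhibition at 20 µM, scaled per plate between control wells, above about 37%, limit read from the data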;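 also: 0% = DMSO with enzyme and substrate and 100% = substrate only without enzyme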
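System: STEP (striatal-enriched tyrosine phosphatase) enzyme, cell-free; medium: Bis-Tris pH 6.0 buffer with DTT, detergent; dosing: 20 µM, 1% DMSO; times: reaction 20 min, ambient temperature; detection: fluorescence, 480/540 nm; read-out basis: normalized % inhibition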
Scp-1 inhibitor: blocks human Scp-1 phosphatase activity. Q9GZU7. Recombinant Scp1, phosphopeptide, malachite green phosphate absorbance. inhibition, % at 20 µM. 340,000 tested, 0.88% active;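 active = inhibition above about 50% at 20 µM, limit read from the data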;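 also: plate controls were DMSO wells with enzyme for no effect and wells lacking enzyme for full effect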
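assay system = SCP-1 phosphatase catalytic domain, residues 76-261 | buffer or medium = 50 mM Tris acetate pH 5.5, 0.005% Tween-20, 10 mM MgCl2 | incubation = enzyme reaction 45 min at room temperature, colour 5 min, stabilisation 30 min | signal = Phosphate-binding colour reagent, absorbance read at 630 nm | measure = % inhibition at 20 µM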
Rin1 Abl inh: blocks binding of human Rin1 to Abl. TR-FRET Rin1/Abl binding, biochemical. inhibition, % at 7.35 µM. 360,000 tested, 0.4% active. AID 588664; in the data active = inhibition above about 5%, passing the limit was not always enough
LMPTP inh: blocks human LMPTP phosphatase; P24666; recombinant LMPTP-A, OMFP fluorogenic substrate, fluorescence intensity; inhibition, % at 20 µM; 360,000 tested, 0.22% active;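 active = compounds that cut the enzyme signal by at least half of the control window in the single-dose screen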;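 also: plate controls were DMSO wells with enzyme plus substrate for no effect and substrate without enzyme for full effect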
Target sequence (P24666 whole entry, looked up): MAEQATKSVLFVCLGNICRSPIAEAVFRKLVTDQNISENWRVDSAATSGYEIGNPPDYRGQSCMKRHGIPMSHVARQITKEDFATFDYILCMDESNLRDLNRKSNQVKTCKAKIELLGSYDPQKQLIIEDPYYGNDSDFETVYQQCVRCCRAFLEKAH
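Material: LMPTP-A; amount: 0.625 nM enzyme; doses: single 20 µM dose; times: reaction 50 min, room temperature, dark; technique: fluorescence intensity of OMFP turnover product; benchmarks: no-enzyme and uninhibited controls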
DNMT1 inh: blocks human DNA methyltransferase DNMT1. inhibition (reported as % activation of signal), % at 10 µM. AID 588458. DNMT1 molecular beacon, Hinp1I cleavage, fluorescence. 360,000 tested, 0.83% active; in the data active = inhibition above about 50%
* hit, by the source's call; i = inactive; x = no result given; + = active, no number.

1) CC(NC(=O)C(=O)c1cn(CC(=O)N2CCOCC2)c2ccccc12)c1ccccc1 (stereo not given)
2) Cc1cc(OCC(=O)O/N=C(\N)c2ccccc2)ccc1Cl
3) COc1ccc(S(=O)(=O)N2CCOCC2)cc1NC(=O)COC(=O)C1CCC1
4) Nc1ccn([C@@H]2O[C@H](C(=O)N3CCN(c4ccc(Cl)cn4)CC3)[C@@H](O)[C@H]2O)c(=O)n1
5) CCC(C)N=Cc1c(Nc2ccccc2)nc2c(C)cccn2c1=O (stereo not given)
6) CCOC(=O)C(C)Sc1snnc1C (stereo not given)
Assay by compound	1	2	3	4	5	6
Neddylation inh	i	i	i	i	i	i
Rpn11 inh	i	i	i	i	i	i
CSN deneddyl inh	-2	-4	-1	0	5	-5
SUMO1 PPI mod	-7	3	-1	-1	-10	0
NadD block	12	-8	-3	-3	7	9
STEP block	-3	2	1	-5	2	-1
Scp-1 inhibitor	-6	-7	-2	x	6	-2
Rin1 Abl inh	18*	0	2	2	-4	2
LMPTP inh	-0.6	2.4	-0.3	-0.4	2.7	-0.8
DNMT1 inh	0	1	4	1	-2	-2

7) CCOc1cc(/C=C/C(=O)O)ccc1OCc1ccccc1
8) CCOC(=O)N1CCN(C(=O)c2cccc(F)c2)CC1
9) CC1=NN(c2ccc(Br)cc2)C(=O)/C1=C/c1cccs1
10) CCOc1ccc(N(CC(=O)NCc2ccc(OC)cc2)C(=O)CCC(=O)Nc2nccs2)cc1
11) CC(=O)N(c1ccccc1C)c1ccccc1C
12) CCCOc1cccc(C(=O)Nc2ccc(Br)cc2F)c1
Assay by compound	7	8	9	10	11	12
Neddylation inh	i	i	i	i	i	i
Rpn11 inh	i	i	i	i	i	i
CSN deneddyl inh	-5	0	-6	-9	-2	3
SUMO1 PPI mod	-6	0	15	0	-2	-5
NadD block	-5	0	-4	0	2	0
STEP block	2	-2	10	-2	-2	3
Scp-1 inhibitor	-7	-1	16	-2	1	-2
Rin1 Abl inh	-3	-5	2	5	3	1
LMPTP inh	-0.1	-1.1	1.5	0.3	-1.1	0.1
DNMT1 inh	2	4	4	-1	0	2

Copied from the list:
CSN deneddyl inh result of cpd 10 : -9
LMPTP inh result of cpd 8 : -1.1
Rin1 Abl inh result of cpd 11 : 3
CSN deneddyl inh result of cpd 12 : 3
Rin1 Abl inh result of cpd 9 : 2
CSN deneddyl inh result of cpd 7 : -5

Next structures.
13) O=C(Cn1ncc2c1-c1ccccc1OC2)N1CCN(c2ccccn2)CC1
14) O=C(CN(Cc1ccc(F)cc1)C(=O)C1CSC(=O)C1)NC1CCCCC1 (stereo not given)
15) CCOc1cc(/C=C2\SC(N3CCCC(C)C3)=NC2=O)ccc1O (stereo not given)
16) CCN(CC(=O)Nc1c(F)cccc1F)C(=O)C1CCCO1 (stereo not given)
17) CCOC(=O)N1CCN(C(=O)Nc2ccc(Cl)cc2Cl)CC1
18) CCCCCCN(CCCCCC)C(=O)Cc1c(-c2ccc(F)cc2)[nH]c2ccccc12
Assay by compound	13	14	15	16	17	18
Neddylation inh	i	i	i	i	i	i
Rpn11 inh	i	i	+	i	i	i
CSN deneddyl inh	2	0	23	3	11	0
SUMO1 PPI mod	-1	3	-32	0	-3	8
NadD block	2	2	2	-2	-1	-2
STEP block	-3	0	2	0	-2	3
Scp-1 inhibitor	6	-4	-2	x	-4	-6
Rin1 Abl inh	-1	5	-2	1	0	0
LMPTP inh	0.4	-1.7	2.0	-0.2	-0.4	-0.2
DNMT1 inh	-1	1	2	5	0	10

19) CN1CCN(S(=O)(=O)c2cccc(C(=O)NC3CCCC3)c2)CC1
20) c1ccc2oc(-c3csc(N4CCOCC4)n3)cc2c1
21) CC(=O)NC1C(=O)N=C(SC(C)C(=O)Nc2cccc(Cl)c2)NC1=O (stereo not given)
22) CC(CC(=O)NCc1ccco1)S(=O)(=O)c1ccc2c(c1)CCN2C(=O)C1CC1 (stereo not given)
23) CC(C)(C)c1ccc(OC(=O)N2CCOCC2)cc1
24) CCOC(=O)c1ccc(NC(=O)[C@@H](NC(N)=O)C(C)C)cc1
Assay by compound	19	20	21	22	23	24
Neddylation inh	i	i	i	i	i	i
Rpn11 inh	i	i	i	i	i	i
CSN deneddyl inh	2	2	1	-6	-4	-5
SUMO1 PPI mod	0	-12	1	3	-3	-1
NadD block	1	-2	2	0	-8	-7
STEP block	-1	-1	0	-2	0	2
Scp-1 inhibitor	-2	-7	-10	-6	20	-10
Rin1 Abl inh	0	3	3	0	0	0
LMPTP inh	-1.3	1.6	-0.5	-1.2	-2.0	-2.3
DNMT1 inh	1	8	1	-1	2	0

25) O=C(COC(=O)c1ccc2ncsc2c1)Nc1ccc(OC(F)(F)F)cc1
26) CCOC(=O)N1CCN(CC(=O)Nc2ccccc2C(=O)Nc2ccccc2)CC1
27) CC(=O)c1cccc(-n2nnnc2SCC(=O)Nc2cc(C)on2)c1
28) O=C(COC(=O)c1ccccc1C(=O)c1ccccc1)c1ccco1
29) COc1ccc(S(=O)(=O)NCCC(C)C)cc1C
30) Cc1cc2oc(C(=O)N(Cc3ccc(N(C)C)cc3)CC3CCCO3)c(C)c2cc1C (stereo not given)
Assay by compound	25	26	27	28	29	30
Neddylation inh	i	i	i	i	i	i
Rpn11 inh	i	i	i	i	i	i
CSN deneddyl inh	1	-5	-1	6	-2	-3
SUMO1 PPI mod	28	1	0	-2	-3	6
NadD block	-5	-5	5	-1	-9	6
STEP block	-1	-3	-2	-3	-2	3
Scp-1 inhibitor	-10	-3	-7	-2	-3	-9
Rin1 Abl inh	2	1	1	0	3	4
LMPTP inh	0.4	-1.0	0.2	-0.2	-0.7	6.3
DNMT1 inh	7	-1	3	2	-7	-8

31) O=C(Nc1ccnn1C1CCN(C2CCCCC2)CC1)c1ccccc1
32) CC1CN(C(=O)CCc2cc(C(C)(C)C)c(O)c(C(C)(C)C)c2)CC(C)O1 (stereo not given)
33) Nc1c(C(=O)NCCc2ccccc2)nnn1Cc1ccccc1
34) N/C(Cc1cccc2ccccc12)=N\OC(=O)Cc1cccs1
35) O=C(NC1CCCCC1)C(c1ccc(F)cc1)N(Cc1ccco1)C(=O)CN1C(=O)c2ccccc2S1(=O)=O (stereo not given)
36) O=C(O)c1ccccc1NS(=O)(=O)c1ccc(NN=Cc2ccc(F)cc2)c([N+](=O)[O-])c1
Assay by compound	31	32	33	34	35	36
Neddylation inh	i	i	i	i	i	i
Rpn11 inh	i	i	i	i	i	i
CSN deneddyl inh	-2	8	8	0	4	-13
SUMO1 PPI mod	-5	5	3	-6	-3	3
NadD block	-7	0	-1	1	-2	12
STEP block	-2	2	-3	1	-5	3
Scp-1 inhibitor	11	-8	-4	-11	-8	-10
Rin1 Abl inh	0	-2	1	1	-4	4
LMPTP inh	-1.7	-0.5	-0.9	1.7	0.4	3.6
DNMT1 inh	0	-2	2	-12	5	-15

Grouped by structure: the entries above with a tert-butyl group (2)
23) CC(C)(C)c1ccc(OC(=O)N2CCOCC2)cc1
32) CC1CN(C(=O)CCc2cc(C(C)(C)C)c(O)c(C(C)(C)C)c2)CC(C)O1 (stereo not given)
Assay by compound	23	32
Neddylation inh	i	i
Rpn11 inh	i	i
CSN deneddyl inh	-4	8
SUMO1 PPI mod	-3	5
NadD block	-8	0
STEP block	0	2
Scp-1 inhibitor	20	-8
Rin1 Abl inh	0	-2
LMPTP inh	-2.0	-0.5
DNMT1 inh	2	-2

Other results follow:
37) CC(=O)C(Sc1nccc(-c2cccs2)n1)C(C)=O
38) CCC1=Nc2ccccc2-c2nnc(SC)nc2O1
39) Cc1ccc(NC(=O)C(C)Sc2nnc(-c3cccnc3)n2-c2ccccc2)cc1 (stereo not given)
40) Cc1ccc2c(c1)sc(C)[n+]2CCCS(=O)(=O)[O-]
41) CCCn1c(SCC(=O)N2c3ccc(F)cc3CCC2C)nnc1-c1ccccn1 (stereo not given)
42) Cc1ccc(NC(=O)CSc2ccc(C(N)=O)cc2[N+](=O)[O-])cc1
Assay by compound	37	38	39	40	41	42
Neddylation inh	i	i	i	i	i	i
Rpn11 inh	i	i	i	i	i	i
CSN deneddyl inh	-8	-1	5	5	-7	-9
SUMO1 PPI mod	-3	-23	1	0	5	-10
NadD block	2	-5	-2	5	0	4
STEP block	1	-1	-5	-1	0	3
Scp-1 inhibitor	-7	-2	-4	3	-1	-5
Rin1 Abl inh	-6	-7	3	0	0	1
LMPTP inh	-0.4	-0.7	-0.6	-2.4	-1.6	-0.2
DNMT1 inh	-1	21	0	-3	0	-1

2 entries from above, reformatted.
entry	Structure	Neddylation inh	Rpn11 inh	CSN deneddyl inh	SUMO1 PPI mod	NadD block	STEP block	Scp-1 inhibitor	Rin1 Abl inh	LMPTP inh	DNMT1 inh
33	Nc1c(C(=O)NCCc2ccccc2)nnn1Cc1ccccc1	i	i	8	3	-1	-3	-4	1	-0.9	2
34	N/C(Cc1cccc2ccccc12)=N\OC(=O)Cc1cccs1	i	i	0	-6	1	1	-11	1	1.7	-12

(next part)
43) O=C(NC1CCCC1)c1cc(-c2ccccc2)nc2ccccc12
44) CSc1ccccc1NC(=O)c1cc(C2CC2)on1
45) O=C(Nc1ccc2c(c1)OC1(CCCC1)O2)C1CC1
46) CCOc1ccc(CNC(=O)C2CC(=O)N(C3CCCC3)C2)cc1OC (stereo not given)
47) CC1(C)CC2(CC(c3ccccc3F)c3ccc(O)c(O)c3O2)NC(=S)N1 (stereo not given)
48) Cc1ccc(C)c2[nH]c(=O)c(CCNC(=O)c3ccc(S(=O)(=O)N4CCCC4)cc3)cc12
49) CC1(C)CC(=O)C(C(O)c2ccccc2)C(C)(C)N1 (stereo not given)
Assay by compound	43	44	45	46	47	48	49
Neddylation inh	i	i	i	i	i	i	i
Rpn11 inh	i	i	i	i	i	i	i
CSN deneddyl inh	0	-5	-3	0	3	-1	2
SUMO1 PPI mod	5	1	2	1	3	7	-3
NadD block	-5	3	-5	-5	9	3	-3
STEP block	0	3	0	-3	7	1	0
Scp-1 inhibitor	-10	-12	-10	10	-5	-5	0
Rin1 Abl inh	-2	-1	1	0	7	0	-2
LMPTP inh	1.8	-0.2	-1.9	-1.8	0.8	0.9	-0.5
DNMT1 inh	2	-2	-2	4	2	-1	-3
